CHOP UPR activ – activators of apoptotic arm of unfolded protein response (CHOP). CHO-CHOP luciferase reporter, UPR activation, luminescence; percent of tunicamycin response over DMSO baseline. activation, % at 10 µM. hit rate 0.34% among 330,000. AID 449763;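 active = at 10 µM dose, activation of 40% or more, normalized to positive control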;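 also: 100% = tunicamycin at 10 µg/mL and 0% = DMSO alone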
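Test system: CHO CHOP reporter cells. Input: 500 CHO-CHOP cells per well. Medium: F12 with 10% FBS. Technique: luciferase luminescence. Measure: percent activation relative to tunicamycin control. Dosing: 10 µM compound, 0.5% DMSO. Timing: 16-18 h cell attachment, then 6 h compound exposure, 37 °C.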
APJ antag – APJ receptor antagonism; P35414; CHO-K1 APJ beta-arrestin complementation, luminescence; inhibition, % at 20 µM; hit rate 0.32% among 330,000; AID 2521;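 active = inhibition above about 40% at 20 µM, limit read from the data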;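 also: cells challenged with 10 nM apelin-13 agonist together with compound; plate controls were apelin-13 plus DMSO wells for no effect and DMSO wells lacking apelin-13 for full effect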
CCR6 antagonist – blocks CCL20-driven beta-arrestin recruitment at human CCR6; P51684; CHO-K1 CCR6 PathHunter beta-arrestin, luminescence, CCL20-stimulated; inhibition, % at 20 µM; hit rate 0.49% among 340,000;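 active = compounds whose inhibition of the agonist-driven luminescence signal at 20 µM reaches about 50%, limit read from the data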;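 also: cells stimulated with CCL20 at 14 nM final; plate controls were DMSO with CCL20 for no effect and DMSO without agonist for full effect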
UPR XBP1 act – activators of adaptive arm of unfolded protein response (XBP1). CHO-XBP1 luciferase reporter, IRE1-XBP1 UPR activation, luminescence; percent of tunicamycin response, DMSO as zero. activation, % at 20 µM. hit rate 0.33% among 330,000;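 active = versus positive control, 20 µM dose yields 30% or more activation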;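 also: 100% = tunicamycin at 10 µg/mL and 0% = DMSO only wells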
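assay system = CHO-XBP1 luciferase reporter cells | amount = 1000 cells/well | buffer or medium = F12 plus 10% FBS | compound dosing = single point, 20 µM final compound, 1% DMSO | incubation = 16-18 h cell attachment at 37 °C, then 6 h compound exposure | detection = Steady-Glo luminescence read | controls = tunicamycin 10 µg/mL and vehicle-only wells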
Mdm2 MdmX PPI – disrupts the human Mdm2-MdmX interaction | O15151+Q00987 | SaOS-2 split-luciferase Mdm2/MdmX complementation, luminescence | inhibition, % at 8 µM | hit rate 3% among 330,000;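 active = inhibition of at least 50% at 8 µM in the primary screen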
Target sequence (O15151 whole entry, looked up): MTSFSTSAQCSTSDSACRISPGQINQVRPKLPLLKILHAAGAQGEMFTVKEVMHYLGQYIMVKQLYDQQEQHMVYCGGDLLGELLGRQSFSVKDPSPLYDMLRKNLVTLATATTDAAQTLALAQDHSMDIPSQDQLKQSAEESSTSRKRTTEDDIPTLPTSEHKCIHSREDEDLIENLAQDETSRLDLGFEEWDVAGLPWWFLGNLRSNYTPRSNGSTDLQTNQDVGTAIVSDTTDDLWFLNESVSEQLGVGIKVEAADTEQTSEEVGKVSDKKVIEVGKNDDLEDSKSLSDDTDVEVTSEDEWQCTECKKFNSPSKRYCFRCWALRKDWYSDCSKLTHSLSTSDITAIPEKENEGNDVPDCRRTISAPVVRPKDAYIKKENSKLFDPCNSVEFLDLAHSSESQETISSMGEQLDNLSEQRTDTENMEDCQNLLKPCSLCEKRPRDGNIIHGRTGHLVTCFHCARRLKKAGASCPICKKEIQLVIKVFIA
Target sequence (Q00987 whole entry, looked up): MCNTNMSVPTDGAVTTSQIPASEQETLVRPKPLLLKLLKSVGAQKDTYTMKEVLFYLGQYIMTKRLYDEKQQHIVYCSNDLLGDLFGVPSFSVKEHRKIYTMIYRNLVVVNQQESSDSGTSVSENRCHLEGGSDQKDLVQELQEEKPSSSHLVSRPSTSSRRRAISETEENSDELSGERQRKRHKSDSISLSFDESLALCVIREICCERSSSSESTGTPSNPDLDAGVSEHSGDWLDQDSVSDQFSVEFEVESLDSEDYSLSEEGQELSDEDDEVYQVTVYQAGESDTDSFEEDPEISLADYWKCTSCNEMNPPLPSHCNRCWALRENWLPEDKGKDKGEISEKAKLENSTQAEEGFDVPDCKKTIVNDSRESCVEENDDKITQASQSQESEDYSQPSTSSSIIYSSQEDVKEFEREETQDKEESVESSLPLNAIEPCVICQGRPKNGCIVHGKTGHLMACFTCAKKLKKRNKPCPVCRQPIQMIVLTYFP
EBI2 antag – blocks human EBI2 receptor beta-arrestin signaling; P32249; hit rate 0.81% among 360,000; EBI2 beta-arrestin recruitment, luminescence, 7a,25-OHC stimulated; inhibition, % at 5 µM; in the data active = inhibition above about 38%;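 also: enzyme fragment complementation signal reports receptor beta-arrestin coupling in cells; 0% = agonist plus DMSO wells and 100% = wells without agonist; some results beyond the cut were filed as inactive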
tim23-1 inh – tim23-1 yeast growth inhibition; inhibition, % at 20 µM; hit rate 1.3% among 330,000; AID 463212; S. cerevisiae tim23-1 growth, BacTiter-Glo luminescence, 24 h;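 active = growth inhibition of the mutant yeast at or above 50%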;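 also: temperature-sensitive mutant grown at 25 °C; plate controls were DMSO-treated mutant yeast for no effect and medium wells lacking yeast for full effect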
CXCR6 inh – inhibitors of human CXCR6 receptor; O00574; hit rate 0.36% among 360,000; AID 602244; inhibition, % at 20 µM; CHO-K1 PathHunter CXCR6 beta-arrestin, luminescence; in the data active = inhibition above about 34%, passing the limit was not always enough;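 also: antagonist mode with CXCL16 agonist at 10 nM final; 0% = 10 nM CXCL16 with DMSO and 100% = unstimulated wells without agonist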
APJ agonist – APJ receptor agonism; CHO-K1 APJ PathHunter beta-arrestin, luminescence; 0% DMSO wells, 100% apelin; hit rate 0.11% among 330,000; activation, % at 20 µM;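 active = activation more than six SD over the plate average, tested at 20 µM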;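 also: 0% = DMSO alone and 100% = apelin-13 at 10 nM; some results filed as inactive read as strong as hits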
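Assay system: engineered CHO-K1 APJ arrestin reporter cells; Amount: 1000 CHO-K1 reporter cells seeded per well; Dosing: one dose, 20 µM compound, 1% DMSO; Times: compound stimulation 90 min at 25 °C, detection 60 min; Measured by: luminescent beta-gal fragment complementation, chemiluminescent substrate; Read-out: APJ–arrestin association signal; Controls: DMSO vs Apelin-13 10 nM.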
Starred values were filed as active, the others as inactive; / = no result given; & = joins results of further samples. The list is partial; count on the stated rates, not on these rows.

SMILES	CHOP UPR activ	APJ antag	CCR6 antagonist	UPR XBP1 act	Mdm2 MdmX PPI	EBI2 antag	tim23-1 inh	CXCR6 inh	APJ agonist
COc1ccc(C2C(CC(=O)O)=C(Nc3ccccc3)C(=O)N2c2ccccc2)cc1 (configuration not stated)	7.6	-16	-1	2	-16	3	-1	0	-2
COc1ccc(C(NC(=O)C(C)C)c2c(O)ccc3ccccc23)cc1 (configuration not stated)	-0.9	4	12	-3	6	-2	17	4	-3
Cc1ccc(NC(=O)CN(C)C(=O)COC(=O)c2ccc(NC(=O)CC#N)cc2)cc1	0.5	5	10	-1	25	-1	15	-1	-5
CCCOc1ccc(C(=O)NNC(=S)NC(=O)c2ccco2)cc1	-1.9	9	70*	-1	51*	-5	-54	37	-3
CCOC(=O)C1=C(COC(=O)COc2ccc(C(=O)CC)cc2)NC(=O)NC1C (configuration not stated)	-0.7	0	9	-4	17	-9	-11	-1	-1
CCC(C(=O)N1CCN(S(C)(=O)=O)CC1)c1ccccc1 (configuration not stated)	-0.4	15	-5	1	11	-3	-1	2	-4
COC(=O)Cc1c(OC)ccn(CCc2c[nH]c3ccccc23)c1=O	1.4	-2	4	-2	-15	-13	15	-9	1
CCOC(=O)N1CCN(CC(=O)N2CCC(C(N)=O)CC2)CC1	1.2	1	1	0	-1	3	11	1	-1
CC(C)Cn1c(=O)c2sccc2n2c(CCCC(=O)NC3CCN(Cc4ccccc4)CC3)nnc12	0.7	5	8	-5	9	-4	-6	3	-2
COC(=O)C1CCN(C(=O)c2ccc3nc(-c4cccc(OC)c4)oc3c2)CC1	-1.5	-11	-2	-5	-61	-6	30	-2	-1
O=C(NNC(=O)C12CC3CC(CC(C3)C1)C2)c1ccncc1	-1.5	14	2	-4	-18	1	12	3	-2
CC(=O)c1cccn1S(=O)(=O)c1ccccc1	-0.8	11	8	-4	-3	-16	3	0	-4
O=C(CCCCC(=O)NCCCc1ccccc1)NCCCc1ccccc1	-0.5	0	15	0	6	-5	8	-4	-1
Cc1cc2oc(=O)sc2cc1NS(=O)(=O)c1ccccc1	4.3	-13	0	-8	23	-3	14	-9	-2
c1ccc(Nc2ccccn2)cc1	1.5	-8	-1	1	13	-9	21	-4	-1
CCc1ccc(-c2nc(CS(=O)CC(=O)NCc3ccccc3)c(C)o2)cc1 (configuration not stated)	-1.5	18	-11	-4	17	-1	30	6	-4
Cc1ccccc1C(=O)N1CCC(C(=O)NCc2ccc(Cl)cc2)CC1	3.7	-27	5	-3	12	8	-10	-8	-2
COC(=O)c1ccc(CSc2ccc3nnc(-c4ccc(F)cc4)n3n2)o1	1.4	11	9	7	26	3	10	5	1
CCS(=O)(=O)n1nc(-c2ccco2)nc1SC	-0.4	-21	-12	-1	-2	-14	22	-3	5
Cc1cccn2c(=O)c(C=O)c(Nc3ccccc3)nc12	2.0	8	14	2	29	3	-8	10	-6
CC(NC(=O)c1cc(S(=O)(=O)N2CCOCC2)cn1C)c1ccccc1 (configuration not stated)	-0.1	13	-3	-1	-2	0	-3	-1	1
O=C1OC(c2ccccc2)Cc2cc(C(=O)N3CCN(c4ccc(F)cc4)CC3)ccc21 (configuration not stated)	2.5	5	1	-1	11	90*	38	-1	1
O=C(NC1CC1)C1CCN(C2CCN(C(=O)CC3=CCCCC3)CC2)CC1	-1.2	10	3	-2	28	-12	11	2	-3
CCCOc1ccc(C(CC(=O)O)NC(=O)c2sc3ccccc3c2Cl)cc1 (configuration not stated)	-1.6	9	1	-1	-18	-14	10	-4	-1
O=C(CC1SC2=NCCN2C1=O)Nc1ccc(Br)cc1 (configuration not stated)	-0.8	-1	6	-2	13	2	4	7	1
c1ccc(-n2nnnc2Oc2cccc3cccnc23)cc1	0.1	-2	4	0	45	4	35	-2	-3
O=c1cc(CN2CCOCC2)c2cc(Cl)c(O)cc2o1	-2.1	8	2	0	10	0	-34	2	0
CC(=O)OCC1CCCC2=C(C)C(=O)CCC21COC(C)=O (configuration not stated)	2.1	-12	-6	-4	-14	-1	8	-4	-1
COc1ccc(/C=N/NC(=O)c2c(C)nc3ccc(Cl)cn23)cc1OC	0.9	20	5	9	3	-11	1	-6	-3
Cc1cc(N/N=C/c2c(O)ccc3ccccc23)nc(-c2ccccc2O)n1	3.1	-33	-14	-4	61*	10	15	-4	16

4 entries already listed, ordered by the value under EBI2 antag, highest first:
canonical_smiles	EBI2 antag
Cc1cc(N/N=C/c2c(O)ccc3ccccc23)nc(-c2ccccc2O)n1	10
O=C(CC1SC2=NCCN2C1=O)Nc1ccc(Br)cc1 (configuration not stated)	2
CCc1ccc(-c2nc(CS(=O)CC(=O)NCc3ccccc3)c(C)o2)cc1 (configuration not stated)	-1
O=C(NC1CC1)C1CCN(C2CCN(C(=O)CC3=CCCCC3)CC2)CC1	-12

Next entries follow.
SMILES	CHOP UPR activ	APJ antag	CCR6 antagonist	UPR XBP1 act	Mdm2 MdmX PPI	EBI2 antag	tim23-1 inh	CXCR6 inh	APJ agonist
Cc1ccc(S(=O)(=O)NC(=O)N2CCCN(Cc3ccc(F)cc3)CC2)cc1	1.1	4	-5	-2	18	-6	-9	2	-6
CC(C)OC(=O)c1c(-c2ccc(C(C)C)cc2)csc1NC(=O)C1CCCO1 (configuration not stated)	1.8	2	21	-1	-2	1	33	6	10
CCOC(=O)c1c(C)nc2c(c1-c1ccc(OC)c(OC)c1)C(=O)c1ccccc1-2	0.0	11	22	4	24	29	5	1	-2
CC(C)(C)[C@H]1COC(=O)CC/C=C\C[C@H](CC(=O)N(CCO)Cc2ccccc2)C(=O)N1	-0.1	2	8	-1	-10	-3	0	-1	-1
CS(=O)(=O)c1ccc(C(=O)OCC(=O)NC(=O)C2CCCCC2)cc1[N+](=O)[O-]	19	-3	10	-11	50*	-1	8	30	0
N#Cc1cccc(C(=O)Nc2ccc(S(=O)(=O)Nc3nccs3)cc2)c1	-2.3	4	9	3	-20	-1	4	6	-2
COc1cc(NC(=O)c2nccn2C)cc(C(=O)Nc2cccc(C(F)(F)F)c2)c1	2.8	-8	4	7	34	1&0	16	6&2	0
C=CCN1C(=O)C(Cc2cccc(C)c2)SC1=Nc1ccc(C(=O)O)cc1 (configuration not stated)	0.9	26	-4	2	11	1	18	0	2
Cc1ncc(CO)c(/C=N/NC(=S)Nc2ccc(C(C)C)cc2)c1O	0.5	12	5	-1	45	-6	5	-4	-1
CCOC(=O)C1CCCN(c2nc3c(C)cccn3c(=O)c2/C=C(\C#N)C(=O)NCc2ccco2)C1 (configuration not stated)	-2.3	21	17	0	10	-8	16	5	-2
CC(C)(C)c1ccc(S(=O)(=O)Nc2ccc3c(c2)COC3=O)cc1	-0.7	0	-2	-1	-6	9	14	-1	-2
O=c1[nH]c2cc3c(cc2cc1C(c1nnnn1C1CCCC1)N1CCSCC1)OCCO3 (configuration not stated)	-1.7	3	-3	2	2	31	16	6	-3
O=C(Nc1ccccc1C(=O)O)c1cccc(S(=O)(=O)Nc2ccc(Br)cc2)c1	-4.1	-18	11	-5	-23	-8	9	6	4
Brc1cc2c(cc1Cn1c(-c3cncs3)nc3ccccc31)OCO2	0.4	9	-5	1	21	8	12	-8	-6
COc1ccccc1-n1cnc2cc(C(=O)N3CCOCC3)ccc21	1.6	-4	10	-2	-12	10	-1	-2	9
Cc1cccc(C)c1OCC(=O)N(Cc1ccc(N(C)C)cc1)C1CCS(=O)(=O)C1 (configuration not stated)	-2.4	12	4	4	10	0	14	-2	-1
CCOc1ccc(S(=O)(=O)N2CCOCC2)cc1NC(=O)c1ccc(N2CCCC2=O)cc1	-1.1	6	-8	-3	-9	6	13	-4	0
CCN(CC)S(=O)(=O)c1cccc(C(=O)NCC2CCCCC2)c1	1.1	-1	1	-7	7	2	25	-1	-2
Cc1ccc(CN=c2c([N+](=O)[O-])nn(-c3cccc(Cl)c3)n2O)cc1	-0.9	-6	-11	-1	-58	-1	34	-6	11
Cc1ccc(NC(=S)NNC(=O)c2nn(C)c(C)c2Cl)cc1	1.9	33	22	0	-76	-4	18	18	-3
Cc1ccc(-c2csc(NC(=O)c3cnccn3)n2)cc1C	10	-3	9	8	20	6	-4	0	-1
C#CCN1C(=O)C(O)(CC(=O)c2cccc(OC)c2)c2ccccc21 (configuration not stated)	-1.3	-2	11	1	7	5	3	0	1
CN(Cc1ccc(OCC(O)CN(C)Cc2ccccc2)cc1)Cc1nccn1C (configuration not stated)	2.1	-2	1	-1	2	1	-5	5	-1
Cc1cccc(OCCNC(=O)c2cncc(Br)c2)c1	-1.2	17	15	2	-3	4	-2	6	-1
CCCCN(C)C(=O)c1nc2ccccn2c1CN1CCN(c2cnccn2)CC1	0.3	-12	15	-3	22	13	6	-1	-5
CCN(CC)CCSc1nc(O)c(C(C)C)c(=O)[nH]1	2.1	21	-1	0	8	-12	-5	2	2
Cn1c(-c2ccccc2)c[n+]2c1CCCCC2	2.3	21	7	1	-8	1	8	3	-2
COc1ccc(C(=O)NC(=S)Nc2ccc3oc(=O)ccc3c2)cc1OC	-0.7	3	15	4	26	3	-1	6	-2
Cc1ccc(NC(=O)NCCN2CCCCC2)cc1Cl	1.4	9	8	-2	28	-1	4	-5	-2
O=c1ccn(-c2cccc(C(F)(F)F)c2)nc1-c1ccn(-c2ccccc2)n1	-1.7	19	4	2	16	6	16	0	-3
O=Cc1cccn1-c1cccnc1	0.7	7	0	-1	-1	-5	13	-4	-3
NC(=O)c1ccc(NC(=O)CN2CCN(c3ccccc3)CC2)cc1	4.2	-15	8	-2	-2	-12	-4	-7	-4
Cc1cccc(OCC(=O)NC2CCCc3ccccc32)c1C (configuration not stated)	0.7	-9	12	1	-8	57*	-12	1	-4
COc1cc(C=Nc2cccc([N+](=O)[O-])c2C)ccc1OC(C)=O	-1.5	-3	11	-3	27	-9	10	-2	0
O=C(NCCO)C(=O)NCC1OCCCN1S(=O)(=O)c1ccc2c(c1)OCCO2 (configuration not stated)	-3.7	-1	3	-4	-4	1	11	-10	-4
CC(C)CC1c2[nH]c3ccccc3c2CCN1C(=O)C1CCOCC1 (configuration not stated)	0.1	10	16	-2	21	5	6	-7	-1
COCCN1C(=S)N[C@@H](c2cccc(F)c2)C(C(=O)OC)=C1C	-1.2	-92	/	4	59*	/	21	/	13
Cc1cc([N+](=O)[O-])ccc1NC(=O)c1cncc(Br)c1	4.8	6	13	-1	18	3	1	4	2

An excerpt of these results, with two lines to a compound:
Second line of a record: CHOP UPR activ, APJ antag, CCR6 antagonist, UPR XBP1 act, Mdm2 MdmX PPI, EBI2 antag, tim23-1 inh, CXCR6 inh, APJ agonist
- COCCN1C(=S)N[C@@H](c2cccc(F)c2)C(C(=O)OC)=C1C
 : -1.2, -92, /, 4, 59*, /, 21, /, 13
- Cc1cc([N+](=O)[O-])ccc1NC(=O)c1cncc(Br)c1
 : 4.8, 6, 13, -1, 18, 3, 1, 4, 2

Source: PubChem BioAssay (Sanford-Burnham Center for Chemical Genomics)
